From PubChem BioAssay
PDI turbidity = inhibitors of human PDI, primary screen, biochemical, turbidity, single point, plate reader; Protein disulfide-isomerase (Homo sapiens), P07237; PDI insulin aggregation turbidity, A650, 90 min; inhibition, % at 10 µM; 350,000 tested, 0.052% active; AID 588391, 2011;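 active = mean inhibition across replicates of 30% or more, whatever share of single replicates reach that level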;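 note: absorbance from insulin aggregation driven by PDI reduction with DTT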
CaV13 ICDI inh = Primary screen for inhibitors of IQ motif and Ca2+-dependent inactivation inhibitor domain binding in CACNA1D, Förster resonance energy transfer in living cells, …. inhibition, % at 12.3 µM. HEK cells, CFP/YFP FRET ICDI-IQ, plate reader, 10 min; percent FRET-ratio fall versus neutral wells. 340,000 tested, 0.098% active;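 active = mean replicate inhibition of at least 30% and at least 1% of replicates passing that level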;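 note: 0% = median of the neutral control wells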
MC4R ag barr = MC4R agonists recruiting beta-arrestin, primary screen, cell-based, luminescence, agonist arm of biased-ligand search; activation, % at 8.9 µM; AID 540308, 2011; 360,000 tested, 0.98% active; U2OS MC4R beta-arrestin complementation; percent of melanotan II response, DMSO zero;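 active = activation above a per-plate cutoff, the mean activation of sample wells on that plate plus 3 SD, cut at about 8% in these data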
Glyco luc inh = increase of ERlucT glycosylation luciferase signal, primary screen, N-linked glycosylation inhibitor project, D54 ERlucT cells, luminescence, set 2; reporter increase, % at 12.5 µM; AID 588692, 2011; D54 ERlucT glycosylation luciferase reporter, 24 h; percent of 100 nM tunicamycin response; 360,000 tested, 0.23% active;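 active = mean luciferase reporter signal, scaled so untreated is 0 and the glycosylation-blocking control 100, at or above a set limit in every replicate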;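 note: luciferase carries N-glycosylation sites so blocking glycosylation raises the light; 0% = median of neutral control wells and 100% = median of 100 nM tunicamycin wells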
H9c2 protect = cardioprotection against H2O2-induced cell death, primary screen, uHTS, H9c2 cells, ATPLite luminescence | H9c2 cardiomyocytes, H2O2 injury protection, 2 h | protection from H2O2 cell death, % at 20 µM | 360,000 tested, 0.63% active;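 active = compounds giving at least 50% protection of heart cells from peroxide-induced death in the single-dose screen, raw or plate-pattern-corrected value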;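 note: 0% = DMSO wells with peroxide and 100% = DMSO wells without peroxide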
ABCB6 inh 2 = ABCB6 transporter inhibitors, primary screen, K562-ABCB6 cells, flow cytometry, MLPCN library. fluorescence ratio to DMSO, % at 10 µM. AID 602162, 2011. K562-ABCB6 porphyrin accumulation, 1 h; stronger effect = lower value. ATP-binding cassette sub-family B member 6 (Homo sapiens), Q9NP58. 360,000 tested, 0.19% active;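 active = fluorescence ratio to DMSO below 75%, the collection mean minus 3 SD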;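 note: signal is porphyrin accumulated inside mitochondria; 100% equals median channel fluorescence of DMSO control wells; lower ratio means ABCB6 inhibition with less porphyrin fluorescence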
Target sequence (Q9NP58 whole entry, looked up): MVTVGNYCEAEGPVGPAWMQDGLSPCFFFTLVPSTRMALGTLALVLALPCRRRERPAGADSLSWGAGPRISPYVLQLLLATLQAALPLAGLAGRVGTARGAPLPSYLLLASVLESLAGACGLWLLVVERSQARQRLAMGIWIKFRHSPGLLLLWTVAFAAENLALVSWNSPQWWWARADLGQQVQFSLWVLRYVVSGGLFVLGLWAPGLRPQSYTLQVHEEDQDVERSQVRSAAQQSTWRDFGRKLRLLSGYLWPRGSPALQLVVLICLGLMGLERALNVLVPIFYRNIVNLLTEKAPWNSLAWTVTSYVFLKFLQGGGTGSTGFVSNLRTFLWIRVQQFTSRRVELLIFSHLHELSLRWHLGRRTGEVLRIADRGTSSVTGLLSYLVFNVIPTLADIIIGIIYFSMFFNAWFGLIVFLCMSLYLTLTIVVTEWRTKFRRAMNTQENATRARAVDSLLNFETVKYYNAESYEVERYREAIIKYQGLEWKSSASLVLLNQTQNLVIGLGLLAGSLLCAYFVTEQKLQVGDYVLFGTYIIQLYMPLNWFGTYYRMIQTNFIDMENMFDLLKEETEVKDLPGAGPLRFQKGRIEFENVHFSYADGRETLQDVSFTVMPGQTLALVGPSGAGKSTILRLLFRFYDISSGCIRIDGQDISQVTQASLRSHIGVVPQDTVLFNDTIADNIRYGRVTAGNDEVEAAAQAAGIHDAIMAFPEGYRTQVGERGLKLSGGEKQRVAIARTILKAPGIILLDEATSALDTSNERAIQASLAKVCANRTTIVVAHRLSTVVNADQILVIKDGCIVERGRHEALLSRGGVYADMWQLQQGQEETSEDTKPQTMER
MC4R antag cAMP = MC4R antagonists of cAMP signaling, primary screen, cell-based, TR-FRET, antagonist arm of biased-ligand search; Melanocortin receptor 4 (Homo sapiens), P32245; MC4R-expressing cells, MTII-stimulated cAMP, LANCE TR-FRET; inhibition, % at 6.5 µM; 360,000 tested, 0.48% active;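 active = inhibition above its plate's cutoff, the mean of tested wells on that plate plus 3 SD, cut at about 29% in these data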;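 note: 0% = Melanotan II alone and 100% = Melanotan II plus saturating MCL0020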
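Assay system: human MC4R-expressing U2OS cells; reagent: Melanotan II stimulation of cells; dosing: 6.5 µM single dose; timing: compound 30 min, challenge 1 h, detection 1 h; signal: TR-FRET cAMP assay; replicates: one well per compound, no replicates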
aDG glyco up = activators of alpha-DG glycosylation, primary screen, uHTS, Pro5-aDG cells, AlphaScreen | activation, % at 10 µM | AID 624168, 2012 | 360,000 tested, 0.22% active | alpha-DG glycosylation AlphaScreen (IIH6); 0% Pro5, 100% B10-LARGE cell signal;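 active = activation of at least 8% versus controls, or a plate z-score of at least 8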;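 note: Pro5 are CHO cells carrying HIG-tagged alpha-DG that lacks glycosylation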
m5-HT2A agonist = mouse Htr2a agonists via beta-arrestin recruitment, primary screen, cell-based, luminescence; 5-hydroxytryptamine receptor 2A (Mus musculus), P35363; CHO-K1 mHTR2A beta-arrestin complementation; percent of 30 µM serotonin response; activation, % at 7.6 µM; 360,000 tested, 0.66% active;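 active = activation above a run cutoff, the mean activation of all tested compounds plus 3 SD, cut at about 14% in these data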;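 note: 0% = plate median of compound wells and 100% = 30 µM serotonin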
Vif inh = HIV Vif self-association inhibitors, primary screen, imaging, HEK293T, single point. 340,000 tested, 0.35% active. AID 602346, 2012. HEK293T cells, Vif self-association by quenched fluorescence, 24 h. inhibition, % at 7.49 µM; in the data active = inhibition above about 50%, passing the limit was not always enough; note: some results filed as inactive read as strong as hits
Active calls of the source: *; x = not tested or not shown. The order is random (roughly 3.6% active in at least one column).

SMILES,PDI turbidity,CaV13 ICDI inh,MC4R ag barr,Glyco luc inh,H9c2 protect,ABCB6 inh 2,MC4R antag cAMP,aDG glyco up,m5-HT2A agonist,Vif inh
COc1ccc(/C=C/C(=O)c2cc3cccc(OC)c3oc2=O)cc1,8,-46,-1.7,2,11,106,16,0.0,-3,8
O=C(O)CN1C(=O)SC(Nc2ccc(Cl)cc2)C1=O (stereo not drawn),2,-6,-1.9,1,10,101,5,0.1,-2,2
CC(OC(=O)/C=C/c1ccccc1Cl)C(=O)NC1CCCCC1C (stereo not drawn),-14,-17,-0.2,-2,-3,94,3,0.7,-2,17
Cc1cccc(C)c1NC(=S)Nc1c(C)n(C)n(-c2ccccc2)c1=O,1,-5,-0.2,0,-2,103,3,-0.1,-4,3
CCC(CC)NC(=O)c1ccc2c(c1)OCCO2,7,-9,-0.6,0,3,98,20,0.1,1,-1
COc1cccc(C(O)c2nc(/C=C/c3ccccc3)cs2)c1 (stereo not drawn),4,-4,-0.3,0,-4,93,2,-0.1,-10,-5
COc1cccc(C(=O)Nc2ccc(N3CCN(C(=O)c4cccs4)CC3)cc2)c1,9,-7,-0.5,13,-3,101,2,-0.2,2,-9
CNC[C@@H]1Oc2cc(Br)ccc2S(=O)(=O)N([C@H](C)CO)C[C@@H]1C,x,-9,x,2,5,102,x,0.0,-2,26
Cc1ccc(C(=O)NCc2nnc3c(C(F)(F)F)cc(Cl)cn23)o1,7,-16,0.3,2,0,95,4,-0.1,2,-4
O=C(Oc1cccc(-n2cnnn2)c1)c1ccccc1Cl,2,3,-2.9,0,-6,96,8,-0.1,-5,0
Cc1ccc(CCNC(=O)C2CCN(C(=O)c3sccc3-n3cccc3)CC2)cc1,12,-6,-2.8,-2,7,98,6,0.3,0,-1
Cc1ccc(Nc2nc(N)nc(CCl)n2)cc1,-9,-5,14*,6,-5,98,9,0.6,1,-5
O=C(c1cccnc1)N1CCN(C(=O)c2ccccc2F)CC1,9,-7,1.0,1,15,102,-1,-0.4,-6,5
COc1ccc(S(=O)(=O)N2CCc3ccccc32)cc1C(=O)OCc1c(C)noc1C,1,-5,-1.7,2,41,136,11,0.1,-2,-16
CCN(CC(=O)Nc1c(F)cccc1F)C(=O)c1ccc(OCc2c(C)noc2C)cc1,0,-2,-2.0,-1,-4,103,5,0.1,2,-2
COC(=O)c1scc(C)c1NC(=O)c1ccc(Cl)cc1,-10,x,-1.4,-1,-2,93,0,0.0,-7,-2
O=C(CN1C(=O)CCOc2ccccc21)Nc1cccc(S(=O)(=O)N2CCOCC2)c1,13,-3,-1.1,-1,-1,102,3,0.0,1,10
CCn1c(C)c(C)c2cc(C(=O)NCCCN3CCOCC3)ccc21,6,-16,-2.4,-1,6,127,5,0.2,-4,14
CCCCCC(=O)Nc1cccc(C2=NOC3(C2)C[C@@H](C(N)=O)N(C(=O)c2ccc(Cl)cc2)C3)c1 (stereo partly drawn),-9,-6,-1.6,0,-8,93,7,0.1,0,-3
O=C(NCCCn1ccnc1)c1ccc(Cl)c(S(=O)(=O)N2CCOCC2)c1,1,-9,1.1,1,3,100,0,0.4,3,-2
CCCCN(CCCC)S(=O)(=O)c1ccc(C(=O)Nc2nnc(COC)o2)cc1,0,x,1.7,3,4,89,22,0.3,4,x
O=C(Nc1ccc2oc(=O)c(C(=O)O)cc2c1)Oc1ccccc1,-1,-5,-1.9,4,-1,96,-3,-0.1,-1,22
CC(=O)NC1(c2ccccc2)CCN(C(=O)N2CCOCC2)CC1,-10,-3,-2.4,0,-10,105,3,-0.2,5,4
COc1cccc(/C=C/C(=O)NNC(=O)c2ccncc2)c1,6,-5,-0.9,3,-4,100,11,-0.2,4,x
Cc1cc(C(=O)N/N=C/c2ccc3c(c2)OCO3)c(C)o1,1,1,1.6,-5,-16,95,-6,0.2,-2,-9
CNC[C@@H](CC1CCCCC1)NC[C@H](CC(C)C)NCCc1cccc(C(F)(F)F)c1,5,-4,6.2,-22,-34,100,3,-0.4,4,4
O=C(c1cccc2ccccc12)N1CCN(c2ccc([N+](=O)[O-])c(NCc3ccco3)c2)CC1,-3,-1,-3.1,0,1,99,12,-0.4,-3,-4
COc1ccc(C(=O)NC2CCCCCC2)cc1S(=O)(=O)N1CCCC1,-1,-3,-1.4,-2,-2,103,-5,-0.1,2,5
Cc1ccc(S(=O)(=O)N(CC#N)CC#N)cc1,-2,-5,-1.2,1,-12,104,15,-0.4,1,-7
CCOC(=O)c1c(C)nc2c(C#N)cnn2c1C,-10,-3,1.1,0,8,96,5,0.1,5,-3
Cc1oc(C)c2c(=O)ccc3c(c12)OC(N)=C(C#N)C3c1ccccc1 (stereo not drawn),-1,-4,-0.9,-1,24,98,22,0.2,3,10
Cc1csc(NC(=O)C2CCCN(S(=O)(=O)c3ccc(Br)s3)C2)n1 (stereo not drawn),2,-1,6.8,-1,-25,99,7,0.5,3,-14
CCN(C[C@H]1N[C@@](Cc2ccccc2)(C(=O)OC)[C@H]2C(=O)N(Cc3ccccc3)C(=O)[C@@H]12)C(=O)COC,16,-5,1.0,0,-8,103,1,0.1,3,5
CCC(=O)N1CCC1(C)C(=O)Nc1ccc2scnc2c1 (stereo not drawn),2,-7,0.4,2,4,99,-1,0.2,-1,13
COc1cc(C(=O)Nc2nncs2)cc(OC)c1OC,5,-6,-0.7,1,5,84,9,-0.2,4,3
O=C(O)CCCCCCCCCC(=O)c1cccs1,6,x,-2.0,-1,-7,123,4,0.2,-3,2
CCOc1ccccc1N(CC(=O)N1CCOCC1)S(=O)(=O)c1ccccc1,-3,-3,-1.8,1,13,96,6,-0.1,-5,x
Cn1ncc2c1ncn1nc(CCc3ccccc3)nc21,0,-8,-1.2,-7,0,97,5,0.0,2,1
COc1cc(OC)c(-c2sc(Nc3ccccc3)n[n+]2-c2ccc(F)cc2)cc1OC,5,-3,-2.1,-3,-1,86,-3,0.3,4,-3
COc1cc(CCC(=O)Nc2cc(Cl)ccc2N2CCN(C)CC2)cc(OC)c1OC,-5,x,-2.6,-2,6,98,3,0.0,-3,1
CCNc1nc(N2CCCCC2)nc(-n2nnc(C(=O)OCC)c2C)n1,2,-6,-1.4,-4,14,100,-5,0.1,7,-8
COC(=O)c1ccsc1NC(=O)CN1CCN(c2ncccn2)CC1,8,27,0.2,-3,19,100,5,-0.1,4,-4
COc1ccc(C(=O)N/N=C(\C)CC(=O)Nc2ccc3c(c2)OCCO3)c(OC)c1,-9,-5,-1.8,1,8,92,2,0.0,-5,13
CCOC(=O)c1ccc(NC(=O)Cn2cnc3cc(C)c(C)cc32)cc1,-3,-3,1.3,2,-30,96,12,3.2*,17*,-23
CCOc1ccccc1N(C(=O)c1snc(C(N)=O)c1N)C(C(=O)NC1CCCC1)c1ccco1 (stereo not drawn),7,-4,-0.2,-4,0,93,18,0.0,-6,x
O=C(Nc1nonc1NC(=O)C1CCCCC1)C1CCCCC1,6,x,-0.1,-2,-5,97,-3,-0.1,5,x
Cc1cc(C)n(-c2ccc(C(=O)N3CCC(CO)(Cc4ccccc4)CC3)cc2)n1,-4,-4,-2.7,-3,3,99,9,0.6,7,-11
CN(CCC#N)C(=S)Nc1ccc(S(=O)(=O)N2CCOCC2)cc1,-21,-6,-2.6,0,-8,93,4,-0.2,-1,-19
c1ccc2nc(-c3nc4ccccc4[nH]3)ccc2c1,-22,x,0.6,-10,-35,91,-2,0.3,1,-11
CCCNC(=O)NC(=O)COC(=O)c1ccc(OC)c(S(=O)(=O)N2CCCc3ccccc32)c1,-1,-5,-1.6,-2,3,96,5,0.2,-1,x

Later entries:
SMILES,PDI turbidity,CaV13 ICDI inh,MC4R ag barr,Glyco luc inh,H9c2 protect,ABCB6 inh 2,MC4R antag cAMP,aDG glyco up,m5-HT2A agonist,Vif inh
CCCn1nc(C(=O)Nc2cc(S(=O)(=O)Nc3ccc(OC)cc3)ccc2O)c2ccccc2c1=O,13,-6,-1.1,1,0,101,17,0.0,-5,-1
CCN(CC)CCOC(=O)c1ccc(N/C=C(/C#N)c2nc(-c3cccc(OC)c3)cs2)cc1,2,-17,-0.9,-1,1,100,-2,0.3,-4,-1
CCOc1ccccc1NC(=O)NCCCCc1ccccc1,-3,-2,2.0,-4,-5,102,-2,0.3,0,-6
COc1ccccc1NS(=O)(=O)c1ccc(OC)c(OC)c1,7,-5,1.0,1,-2,76,0,0.3,1,-4

Reprinted at random: 2 records from the list.
SMILES,PDI turbidity,CaV13 ICDI inh,MC4R ag barr,Glyco luc inh,H9c2 protect,ABCB6 inh 2,MC4R antag cAMP,aDG glyco up,m5-HT2A agonist,Vif inh
CCOc1ccccc1NC(=O)NCCCCc1ccccc1,-3,-2,2.0,-4,-5,102,-2,0.3,0,-6
CCN(CC)CCOC(=O)c1ccc(N/C=C(/C#N)c2nc(-c3cccc(OC)c3)cs2)cc1,2,-17,-0.9,-1,1,100,-2,0.3,-4,-1
